# Screens: PubChem, Southern Research Specialized Biocontainment Screening Center
# M. tuberculosis: growth inhibition of non-replicating M. tuberculosis (AID 488890); one-dose inhibition, % at 25 µM; IC50 in µM for titrated hits; Mycobacterium tuberculosis non-replicating, growth inhibition; higher % means a stronger effect; 320,000 compounds, 0.39% hits; in the data active = a potency from the dose series; inconclusive = inhibition mostly from about 82% at the one dose, without a potency; inactive = the rest, 99 in 100 with inhibition below about 76%;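 also: plate controls were DMSO cells for no effect and high antibiotic wells for full effect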
# inhibitors of VEEV: inhibitors of VEEV TC-83 cytopathic effect, confirmation, Vero cells (AID 588727) | Vero cells, VEEV TC-83 cytopathic effect inhibition; higher % means a stronger effect | one-dose inhibition, % at 20 µM; IC50 in µM for titrated hits | 350,000 compounds, 0.13% hits; in the data active = a potency from the dose series; inconclusive = inhibition mostly from about 14% at the one dose, without a potency; inactive = the rest, 99 in 100 with inhibition below about 12%; also: strong numbers were not always called active
# M. tuberculosis HTS: M. tuberculosis growth inhibition, HTS (AID 449762). M. tuberculosis H37Rv growth inhibition, 7H9 media; higher % means a stronger effect. inhibition, % at 25 µM, or IC50 in µM where a hit was titrated. 330,000 compounds, 0.59% hits; in the data active = a potency from the dose series; inconclusive = inhibition above about 70% without an active follow-up result;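 also: bacterial growth assessed after seven days of incubation; strong numbers were not always called active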
# Salmonella PhoP GFP: PhoP regulon inhibitors, Salmonella typhi PhoP promoter GFP reporter, confirmatory (AID 1850). inhibition, % at 50 µM, or IC50 in µM where a hit was titrated. 310,000 compounds, 0.33% hits. Salmonella Typhi PhoP-promoter GFP reporter, fluorescence, 4 h; higher % means a stronger effect; in the data active = a potency from the dose series; inconclusive = inhibition mostly from about 25% at the one dose, without a potency; inactive = the rest, 99 in 100 with inhibition below about 19%;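 also: 0% = induced wells with vehicle and 100% = uninduced wells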
# influenza NS1A: NS1A inhibition, H1N1 influenza, cell based functional assay (AID 504329); NS1A functional cell-based assay, percent inhibition; higher % means a stronger effect; one-dose inhibition, % at 12.5 µM; IC50 in µM for titrated hits; 340,000 compounds, 0.3% hits; in the data active = a potency from the dose series; inconclusive = inhibition above about 27% without an active follow-up result; also: strong numbers were not always called active
# inhibitors of VEEV 10K pilot screen: recorded beside inhibitors of VEEV, whose call it bears; inhibition, %; measured here: 10K pilot screen inhibition
# An asterisk follows results filed as active; i = inactive; ? = inconclusive; nt = no result given.
SMILES,M. tuberculosis,inhibitors of VEEV,M. tuberculosis HTS,Salmonella PhoP GFP,influenza NS1A,others
COC(=O)c1cccc(NC(=O)c2cccnc2)c1,-3%,2.0%,-3%,-3%,-5%,
CCCN(CC(=O)Nc1ccccc1OC)C(=O)Cn1[nH]c(=O)c2ccccc2c1=O,-10%,3.7%,-10%,nt,-3%,
COc1cc2c(C(=O)NCc3ccc4c(c3)OCO4)cn(C)c(=O)c2cc1OC,-3%,1.3%,-1%,8%,1%,
CC(Sc1nnnn1C1CC1)C(=O)Nc1cccc(S(=O)(=O)N2CCOCC2)c1 (configuration not stated),nt,0.6%,nt,nt,0%,
Cc1ccc(CNC(=O)C2CC=CCC2C(=O)O)cc1 (configuration not stated),-5%,0.3%,3%,-1%,12%,
C/C(=N\NC(=O)Cc1c(C)[nH][nH]c1=O)c1cccc(Br)c1,2%,1.3%,-2%,-5%,-16%,
COCCN(C(=S)Nc1ccc(C)cc1C)C(C)c1cccs1 (configuration not stated),-4%,0.2%,-13%,-10%,-14%,
CCOc1ccc(S(=O)(=O)NCc2ccc(F)cc2)c2cccnc12,1%,1.5%,-3%,6%,4%,
COc1ccccc1NC(=O)CSc1ncnc2c1oc1ccccc12,9%,1.0%,-28%,14%,-12%,
Cc1cccc(C)c1OCc1cc(C(=O)N(Cc2nccn2C)C(C)C)no1,-14%,0.2%,-17%,-5%,-4%,
N#Cc1ccccc1OCC(=O)OCC(=O)N1CCCC1,-4%,1.4%,2%,nt,4%,
CO/C(N)=C(\C#N)N=Cc1ccccc1Cl,-7%,1.0%,-1%,10%,-4%,inhibitors of VEEV 10K pilot screen=1.2
O=C(Nc1ccccc1)Nc1ccc(Cl)c([N+](=O)[O-])c1,54%,1.5%,35%,2%,3%,
CCN1C(=O)NC2C1N(S(C)(=O)=O)CCN2S(C)(=O)=O (configuration not stated),-1%,3.9%,4%,8%,-11%,
CN(c1ccccc1)S(=O)(=O)c1cc(C(=O)OCC(N)=O)ccc1Cl,6%,1.8%,-8%,-3%,-4%,
COC(=O)[C@]1(Cc2ccccc2)N[C@H](CN(C)S(=O)(=O)c2ccc(C(C)(C)C)cc2)[C@@H]2C(=O)N(C)C(=O)[C@@H]21,-5%,i,-6%,nt,-9%,
CCCOc1ccccc1C(=O)N(Cc1ccc(C)o1)C1CCS(=O)(=O)C1 (configuration not stated),2%,1.3%,8%,5%,-6%,
NC(=O)c1ccccc1NC(=O)CCCCCn1nnc2ccccc2c1=O,6%,i,2%,9%,0%,
CC(=O)c1c(C(C)=O)c(C)n(Cc2ccc3c(c2)OCO3)c1C,28%,i,4%,4%,6%,inhibitors of VEEV 10K pilot screen=0.0
Cc1ccc2oc(=O)c(/C=C(\O)c3ccco3)nc2c1,nt,0.9%,1%,-19%,-13%,
COCCCNC(=S)N(Cc1ccccc1)Cc1ccc(F)cc1,20%,3.9%,10%,7%,-7%,
CCCCOC(=O)Nc1nnc(CC)s1,6%,0.1%,4%,-1%,7%,
CN(C)c1cccc(N(C)C)c1CNC(=O)C(C)(C)C,-2%,i,5%,5%,nt,
COc1ccc2cc(CCNC(=O)C(C)(C)C)c(=O)[nH]c2c1,nt,1.8%,2%,-12%,7%,
Cc1ccccc1N1CCN(S(=O)(=O)C[C@]23CCC(CC2NC(=O)[C@@H](N)CCS(C)(=O)=O)C3(C)C)CC1 (some centres not stated),22%,0.9%,1%,-12%,0%,
Cc1cc(=O)oc2cc(OCC(=O)NC3CC(C)(C)NC(C)(C)C3)c(Cl)cc12,2%,1.6%,-2%,2%,0%,
Cn1ncc2c(=O)[nH]cnc21,-12%,0.5%,-4%,7%,3%,
CCCCC1=CC2=CC(=O)C(C)(OC(=O)CC)C(=O)C2=CN1C(CO)CO (configuration not stated),12%,1.0%,-2%,0%,-4%,
CC(CCc1ccccc1)NC(=O)C1CCC1 (configuration not stated),43%,0.9%,2%,1%,-8%,
O=C(COc1ccccc1C(=O)O)Nc1cccc2ccccc12,nt,3.0%,2%,nt,-14%,
Cc1cccnc1NC(=O)c1ccc(OCC2CCCO2)cc1 (configuration not stated),2%,i,0%,nt,-11%,
Cc1ccc(S(C)=O)cc1-n1c(=O)n(Cc2ccccc2)c(=O)c2[nH]cnc21 (configuration not stated),-23%,0.7%,0%,4%,-1%,
CCOc1ccc(S(=O)(=O)NCc2ccc3c(c2)OCO3)cc1,65%,0.2%,6%,0%,-4%,
CCOC(=O)N1CCC(NC(=O)c2cc(C(=O)NCc3ccc(F)cc3)ccc2CO)CC1,3%,0.7%,-6%,9%,18%,
Cc1ccc(S(=O)(=O)c2nc(Nc3ccccc3N3CCOCC3)sc2Cl)cc1,10%,i,-6%,-11%,23%,inhibitors of VEEV 10K pilot screen=3.2
CC(=O)Nc1ccc(S(=O)(=O)NCCC(=O)OCc2csc(CC(=O)Nc3ccccc3C)n2)cc1,38%,8.6%,7%,-6%,-4%,
Cc1cc(OC(C)C)nc(-c2ccccc2O)n1,6%,i,1%,-2%,-5%,
O=C(NCCc1c[nH]c2ccccc12)c1cncc(Br)c1,2%,8.8%,-7%,6%,-8%,
CC[C@H](C)/C=C(C)/C=C/C1=CC2=C(Cl)C(=O)[C@](C)(OC(C)=O)C(=O)C2=CO1,4%,0.6%,10%,nt,3%,
CCOc1cc(C(=O)Nc2ccc(F)cc2)cc(Br)c1OC,25%,1.4%,-3%,-11%,-3%,
O=C(NC1CCN(S(=O)(=O)c2ccc(Cl)cc2)CC1)c1cccnc1,8%,0.9%,8%,-14%,8%,
CC(=O)c1ccc(N2CCN(C(=O)c3cccc(Oc4ccccc4)c3)CC2)cc1,22%,4.1%,?,-6%,4%,
COCCCNC(=O)CCn1c(=O)c2ccccc2n(Cc2cccc([N+](=O)[O-])c2)c1=O,6%,0.2%,-12%,-2%,-1%,
O=C(NC1CCCC1)c1cc2ccccc2o1,?,0.7%,-9%,-5%,-5%,
Cc1ccc(NC(=O)c2ccc(OCC3CCCO3)cc2)c(C)c1 (configuration not stated),8%,0.7%,-2%,-9%,-8%,
COc1ccc(Cl)cc1Nc1nc(N)nc(C(F)(F)F)n1,nt,0.9%,nt,-11%,2%,
COC(=O)[C@@H]1Cc2c([nH]c3ccccc23)C2CCC(=O)N21 (some centres not stated),-2%,i,-1%,3%,2%,
O=C(Cc1coc2cc3c(cc12)CCC3)OCC(=O)N1CCCC1=O,49%,i,1%,1%,-6%,
O=C(CCN=C1NS(=O)(=O)c2ccccc21)Nc1ccc(Cl)cc1F,6%,i,-19%,nt,3%,
CCCCc1c(O)nc(SCC(=O)c2ccccc2)n(-c2ccccc2OC)c1=O,21%,1.7%,3%,8%,23%,
C[C@H]1CC[C@H]2C(=O)N3[C@H](c4cccc(N5CCCC5=O)c4)[C@@H](C)CC[C@H]3C(=O)N2[C@@H]1c1cccc(N2CCCC2=O)c1,6%,nt,-6%,-20%,nt,
O=C(CN1CCOCC1)n1c2ccccc2c2ccccc21,-8%,0.6%,-4%,-10%,-4%,
COc1ccc2c(c1)OC(c1ccccc1)(C(F)(F)F)NC2=O (configuration not stated),-4%,i,-2%,-3%,-6%,
COc1ccccc1-c1nc2ccc(Cl)cc2c(=O)n1O,nt,3.0%,0%,-1%,-1%,
CCN1CCN(C(=S)c2ccc(OC)cc2)CC1,-2%,0.1%,-2%,0%,-3%,
CS(=O)(=O)N1c2ccccc2[C@@]2(Br)C[C@H]3C(=O)N[C@@H](Cc4ccccc4)C(=O)N3[C@@H]12,16%,i,0%,-8%,8%,
Cc1cc(NC(=O)c2cccc(Br)c2)n[nH]1,5%,0.7%,-13%,4%,-7%,
COc1cccc(C(=O)Oc2c(CN3CCOCC3)cc(Cl)c3cccnc23)c1,?,0.3%,?,14%,5%,
CSc1ncccc1C(=O)Nc1cccc(S(=O)(=O)N2CCCCCC2)c1,15%,7.8%,-1%,nt,-8%,
CC1CCCC(C)N1c1ccc(S(=O)(=O)N2CCOCC2)cc1Cl (configuration not stated),6%,i,-3%,15%,4%,

# Remaining list, next part.
SMILES,M. tuberculosis,inhibitors of VEEV,M. tuberculosis HTS,Salmonella PhoP GFP,influenza NS1A,others
CCN(CC(=O)Nc1c(C(=O)OC)[nH]c2ccc(C)cc12)c1ccc2c(c1)OCO2,31%,7.6%,?,1%,2%,inhibitors of VEEV 10K pilot screen=8.8
COc1c(C)cc(C(=O)C2CCCN(Cc3ccccn3)C2)cc1C (configuration not stated),72%,0.4%,5.8µM*,2%,-18%,
Cc1sc2ncn(CC(=O)N3CCN(c4ccccc4F)CC3)c(=O)c2c1S(=O)(=O)N1CCOCC1,-5%,1.5%,6%,13%,5%,
Cc1nn(CC(O)Cn2cnc3c2c(=O)n(C)c(=O)n3C)c(C)c1Br (configuration not stated),-2%,3.0%,-5%,-2%,2%,
Cc1c(C(=O)N(C)C2CCCCC2)sc2ncnc(N3CCN(c4ccccc4)CC3)c12,31%,6.8%,10%,1%,11%,
CC1=C(C(=O)N(C)C)C(c2ccc(C)s2)NC(=S)N1 (configuration not stated),-3%,1.5%,3%,-15%,-3%,
CCOC(=O)N1CCN(C(=O)C2CCN(C(=O)c3cc(OC)cc(OC)c3)CC2)CC1,19%,0.8%,1%,-4%,-8%,
O=C(CSc1nnnn1C1CCCC1)Nc1ccc2c(c1)OCCO2,52%,0.4%,7%,2%,-2%,
COC(=O)C1CCN(C(=O)N2CCOCC2)CC1,5%,2.0%,10%,4%,1%,
COC(=O)c1cc(OC)c(OC)cc1NC(=O)c1ccccc1C,35%,0.1%,8%,-3%,-12%,
C#CCNC(=O)C1=C[C@@H](c2ccc(C(F)(F)F)cc2)[C@H](CCCO)[C@@H](OCC)O1,-5%,0.5%,-3%,-2%,7%,inhibitors of VEEV 10K pilot screen=1.9
COc1ccccc1-c1nnc(SCC(=O)NC2CC2)n1C,-3%,i,3%,nt,1%,
COc1ccc(Cl)cc1NC(=O)c1ccco1,6%,6.9%,1%,7%,-8%,
CC(NC(=O)c1ccccc1O)c1ccccc1 (configuration not stated),3%,1.2%,9%,-8%,1%,
Cc1ccc(C(=O)N2CCC(C(N)=O)CC2)cc1C,-1%,4.2%,-3%,4%,-3%,
CCN(CC)CCNC(=O)Cn1ncc2ccccc2c1=O,-4%,0.1%,-9%,15%,-5%,
CN(C)c1ccc(CN(C(=O)COc2ccc(F)cc2)C2CCS(=O)(=O)C2)cc1 (configuration not stated),-7%,0.0%,2%,7%,-5%,
Cc1cc(-c2nnc(CCC(=O)NC(C)c3ccc(F)cc3)o2)no1 (configuration not stated),7%,0.1%,4%,-7%,0%,inhibitors of VEEV 10K pilot screen=1.8
COc1cccc(C(=O)N/N=C(/CCC(=O)O)c2ccccc2)c1,-14%,1.2%,-1%,14%,-6%,
NNC(=O)c1sc2nc(N3CCOCC3)c3c(c2c1N)CCCC3,-13%,4.1%,2%,2%,nt,
CS(=O)(=O)N(CC(=O)N1CCN(c2cccc(Cl)c2)CC1)C1CCCCC1,16%,i,-14%,-3%,6%,
O=C(OCC(=O)N1CCCC1=O)c1cccc(S(=O)(=O)N2CCOCC2)c1,11%,1.0%,-3%,1%,1%,
COc1cccc(C2CCCN2Cc2nc(CC3CC3)no2)c1 (configuration not stated),-2%,1.0%,4%,12%,-4%,
COc1ccc(N(CC(=O)Nc2ccccc2C(=O)NCCc2ccccc2)S(C)(=O)=O)cc1OC,9%,0.6%,-11%,-13%,3%,
CSc1nc(N(C)C)c2ccccc2n1,?,0.2%,21%,-3%,1%,
COc1ccc(-c2cc(C(F)(F)F)nc(SCC(=O)NCCCN3CCOCC3)n2)cc1,5%,0.1%,-8%,-2%,10%,
CCOC(=O)c1c(C)[nH]c(C)c1C(=O)C(Cc1ccccc1)N(C)C (configuration not stated),8%,0.1%,-5%,-12%,-4%,

# Random excerpt: four records from the list.
SMILES,M. tuberculosis,inhibitors of VEEV,M. tuberculosis HTS,Salmonella PhoP GFP,influenza NS1A,others
CCOC(=O)c1c(C)[nH]c(C)c1C(=O)C(Cc1ccccc1)N(C)C (configuration not stated),8%,0.1%,-5%,-12%,-4%,
COc1ccc(-c2cc(C(F)(F)F)nc(SCC(=O)NCCCN3CCOCC3)n2)cc1,5%,0.1%,-8%,-2%,10%,
COc1cccc(C(=O)N/N=C(/CCC(=O)O)c2ccccc2)c1,-14%,1.2%,-1%,14%,-6%,
COc1cccc(C2CCCN2Cc2nc(CC3CC3)no2)c1 (configuration not stated),-2%,1.0%,4%,12%,-4%,
